Screening results deposited in PubChem BioAssay by National Center for Advancing Translational Sciences (NCATS).
APE1 inh = blocks human APE1 abasic DNA cleavage | P27695 | recombinant APE1, TAMRA/BHQ-2 abasic DNA cleavage fluorescence | Potency, µM (doses to about 65.8 µM), inactives show at the highest dose activity change, negative = inhibition, actives largely listed as inhibitors | actives 0.35% (n = 350,000) | AID 2517;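 further: potency means the concentration at half of the fitted maximal effect; plate controls were vehicle for no effect and reference inhibitor for full effect; nearly all actives have a fitted effect of over 55% in size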
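Compound pre-exposure to 0.75 nM APE1, 15 min at ambient temperature. Reaction initiated with 50 nM TAMRA/BHQ-2 THF substrate, read immediately in kinetic mode, 525 nm excitation, 598 nm emission.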
RGS4 inh = blocks human RGS4-accelerated GTP hydrolysis. AID 504845. Potency, µM (titrated, usually from 114 µM), for inactives: at the highest dose activity change, negative = inhibition, actives largely listed as inhibitors. actives 0.039% (n = 390,000). Transcreener GDP fluorescence polarization, RGS4-accelerated GTP hydrolysis; further: potency means the concentration at half of the fitted maximal effect; on the % scale 0 is the no-effect control and ±100 the full control effect; nearly all actives have a fitted effect of over 75% in size; some results filed as inactive show a strong effect at the top dose
Target sequence (P49798 whole entry, looked up): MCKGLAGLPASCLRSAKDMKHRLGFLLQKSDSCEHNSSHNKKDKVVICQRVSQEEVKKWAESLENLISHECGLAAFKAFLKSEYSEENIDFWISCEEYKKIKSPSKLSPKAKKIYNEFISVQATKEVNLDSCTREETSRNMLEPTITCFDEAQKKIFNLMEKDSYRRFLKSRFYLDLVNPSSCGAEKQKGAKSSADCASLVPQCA
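MLSMR compounds (23 nl, pin-transferred) preincubated 10 min at room temperature with a 500nM (2x) first reagent, then RGS4 at 900nM (2x) plus Transcreener GDP mix added; fluorescence polarization (620/688 nm) read before and after 90 min at 30 °C.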
Pol kappa inh = inhibitors of human DNA polymerase kappa | Q9UBT6 | actives 0.53% (n = 400,000) | Potency, µM (titrated, usually from 107 µM), inactives show at the highest dose activity, negative = inhibition, hits mostly inhibitors | AID 588579 | purified Pol kappa, fluorescent DNA synthesis assay, 10 min; further: potency means the concentration at half of the fitted maximal effect; on the % scale 0 is the no-effect control and ±100 the full control effect
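Fluorescent qHTS in 1536-well format: enzyme (10 nM) and compound sat 15 min at room temperature before 50 nM substrate (final) was added. Signal taken at 0 and 10 min; no-enzyme buffer wells were negative controls.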
LDHA inh = inhibitors of human lactate dehydrogenase A. P00338. purified LDHA, NADH/diaphorase-resazurin fluorescence; active compounds read low. activity change, % (values are at about 110 or 230 µM). actives 0.15% (n = 480,000). AID 1347041; in the data active means activity change below about -30%; inconclusive means mostly about -25% to -30%;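 further: plate controls were DMSO wells for no effect and wells without enzyme for full effect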
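Enzyme activity of human lactate dehydrogenase 5 (2 nM; 0.06 mM NADH, 0.2 mM pyruvate, 5 min, RT) is measured via a resazurin/diaphorase fluorescence readout of residual NADH.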
Apoferritin bind = binds horse apoferritin like a general anesthetic. Potency, µM (highest dose often 77.5 µM), for inactives: at the highest dose activity change, negative = displacement, actives largely listed as inhibitors. apoferritin/1-aminoanthracene competitive binding, fluorescence. AID 485281. actives 0.074% (n = 350,000). P02791; further: potency means the concentration at half of the fitted maximal effect; on the % scale 0 is the no-effect control and ±100 the full control effect; nearly all actives have a fitted effect of over 20% in size
Target sequence (P02791 2-175 limits assumed): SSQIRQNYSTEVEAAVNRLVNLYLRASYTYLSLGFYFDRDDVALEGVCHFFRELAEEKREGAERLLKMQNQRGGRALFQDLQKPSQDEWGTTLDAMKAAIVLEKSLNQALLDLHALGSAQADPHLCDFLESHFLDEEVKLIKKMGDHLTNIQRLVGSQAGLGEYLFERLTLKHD
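Probe: 1-aminoanthracene (50% saturated, PBS). Protein: horse-spleen apoferritin, 10 uM. Incubation: 10 min, room temperature. Detection: 380 nm excitation, 535 nm emission. Analysis: normalized response, four-parameter Hill.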
Pol eta inh = inhibitors of human DNA polymerase eta; actives 1.2% (n = 390,000); Q9Y253; Potency, µM (highest dose often 114 µM), for inactives: at the highest dose activity change, negative = inhibition, actives largely listed as inhibitors; recombinant Pol eta, fluorescent DNA replication assay; AID 588591; further: potency means the concentration at half of the fitted maximal effect; on the % scale 0 is the no-effect control and ±100 the full control effect
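Pol eta at 10 nM preincubated with compounds 15 min at room temperature; reaction started with fluorescent substrate (50 nM final) and read kinetically at 0 and 10 min.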
ERG Ets-DNA blk = blocks human ERG Ets domain binding to DNA; P11308; fluorescence polarization, His-ERG Ets domain / labelled DNA; Potency, µM (doses to about 76.9 µM), for the others: at the highest dose FP activity, negative = inhibition, most hits filed as inhibitors; actives 0.028% (n = 370,000); AID 624246; active means well fitted inhibition curve with a large enough effect in the polarisation, with a control signal flat; inconclusive means small, poorly fitted or top-dose-only effect, or effect the other way, or a change in a side signal; inactive means no such curve, though single readings can be large or run the other way; the % refers to the polarisation;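 further: polarization taken with two DNA probes labelled with fluorescein and Texas red; potency means the concentration at half of the fitted maximal effect; % of control where 0% means no effect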
Target sequence (P11308 whole entry, looked up, the tested form may be a part): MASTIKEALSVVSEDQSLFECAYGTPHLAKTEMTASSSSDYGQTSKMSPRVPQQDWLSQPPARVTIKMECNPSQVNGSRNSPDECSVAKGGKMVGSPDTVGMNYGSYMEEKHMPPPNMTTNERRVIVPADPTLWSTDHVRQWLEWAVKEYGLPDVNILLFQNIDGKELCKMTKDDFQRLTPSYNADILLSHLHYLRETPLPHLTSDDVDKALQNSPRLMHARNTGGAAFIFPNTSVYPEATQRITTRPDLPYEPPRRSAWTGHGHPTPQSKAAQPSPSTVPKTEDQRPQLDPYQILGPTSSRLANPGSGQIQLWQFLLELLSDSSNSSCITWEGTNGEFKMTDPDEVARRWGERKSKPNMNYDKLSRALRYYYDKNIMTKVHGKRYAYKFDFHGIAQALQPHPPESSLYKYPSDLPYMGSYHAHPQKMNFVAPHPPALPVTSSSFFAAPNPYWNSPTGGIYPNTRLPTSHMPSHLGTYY
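His-tagged ERG Ets domain (1 uM in the protein solution; 300mM KCl, 50mM Tris-HCl, 1mM EDTA, 1mM DTT, pH 7.5) received compound, then a probe mix of 5 nM fluorescein-DNA and 100nM Texas-615-DNA. Fluorescence polarization was read for both dyes.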
Pol beta inh = inhibitors of human DNA polymerase beta. P06746. Pol beta primer extension/strand displacement, fluorescence kinetic. Potency, µM (top dose mostly 114 µM), for the others: at the highest dose activity change, negative = inhibition, most hits filed as inhibitors. actives 1.3% (n = 340,000); further: potency means the concentration at half of the fitted maximal effect; on the % scale 0 is the no-effect control and ±100 the full control effect
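Human Pol beta at 10 nM; strand-displacement substrate 50 nM final. Compound exposure 15 min at room temperature before start, reaction 10 min at room temperature.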
12-LOX inh = blocks human arachidonate 12S-lipoxygenase; purified 12hLO, xylenol orange hydroperoxide absorbance; Potency, µM (titrated, usually from 108 µM), without a hit: top-dose activity change, negative = inhibition, usual class: inhibitors; AID 1671190; P18054; actives 1.1% (n = 580,000); further: potency means the concentration at half of the fitted maximal effect; on the % scale 0 is the no-effect control and ±100 the full control effect
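Purified human 12hLO at 150 nM in 25 mM Hepes, 0.01% Triton X-100, pH 7.0, preincubated 15 min at room temperature with compound. Reaction started with 40 uM arachidonic acid, 30 min at room temperature. Hydroperoxide measured by Fe-xylenol orange, 573/405 nm absorbance ratio.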
Active calls of the source: *; i = inactive; u = inconclusive; x = no result given; [ ] = dose if it differs, or a comment. Unless noted, the call rests on the fitted dose curve; in most records, active means well fitted curve in the direction sought with a large enough effect; inconclusive means small, poorly fitted or top-dose-only effect, or another doubt; inactive means no such curve, though single readings can be large; an effect the other way counts as inactive or inconclusive. Some of the compounds tested. The share of hits here may be higher or lower than overall.

SMILES | APE1 inh | RGS4 inh | Pol kappa inh | LDHA inh | Apoferritin bind | Pol eta inh | ERG Ets-DNA blk | Pol beta inh | 12-LOX inh
CNc1nc(CC(C)=O)ns1 | 6% | 17% | -6% | -6 | -4% | -7% | 7% | -7% | u
COc1cccc(NS(=O)(=O)c2ccc3[nH]cc(C(=O)NCCc4ccccc4)c(=O)c3c2)c1 | x | -7% | -10% | -4 | -18% | 7% | 11% | u | -20%
COc1ccc(N(C)C(=O)c2cc3c(s2)-c2ccccc2OC3)cc1 | x | -73% | -2% | 6 | 6% | -23% | -9% | 6% | -15%
O=C(N=C1SC2CS(=O)(=O)CC2N1c1ccc(F)cc1)C1CC1 (centres undefined) | 18% | -2%[56.9 µM] | -5% | -13 | 0% | -21% | 9% | -1% | 4%
O=C(CCNC(=O)c1ccccc1Cl)NN=Cc1ccccc1[N+](=O)[O-] | 7% | 24% | -17% | -12 | x | 7% | -9% | x | -9%
Cc1ccc(C)c(Cn2c(C)nc3c(sc(=S)n3-c3ccccc3)c2=O)c1 | -6% | -29% | 3% | -2 | -3% | -19% | 13% | 0% | -5%
CC[C@@]1(C(=O)OC)N[C@H](CN(C)C(=O)c2ccc(F)cc2)[C@@H]2C(=O)N(C)C(=O)[C@@H]21 | 29% | 11% | 0% | -2 | x | -2% | -5% | x | 8.9µM*
Cc1ccc(C(=O)Nc2nnc(C3CCCCC3)s2)o1 | -1% | -20% | -2% | -3 | u | -5% | -6% | 11% | 4%
Cc1cccc2cc(CN(CCN(C)C)C(=S)Nc3ccccc3)c(=O)[nH]c12 | 0% | -4% | -2% | -3 | -2% | -10% | 7% | -2% | 1%
CC(C)C1=Nc2cccc3cccc(c23)N1 | -8% | -2%[11.4 µM] | -11% | 8 | -18% | -4% | -3% | 1% | u
CC1CCCCN1C(=S)NC(=O)c1ccco1 (centres undefined) | -41% | -38% | -11% | -1 | x | u | x | x | u
CCNc1ccc(Br)cc(C(=O)/C=C/c2ccc3c(c2)OCO3)c1=O | u | -53% | u | 20 | -24% | 11µM* | -10% | 20µM* | 3.2µM*
O=C(NCCCN1CCCC1=O)c1ccc(OCc2ccccc2)cc1 | 6% | 22% | -8% | -7 | u | -8% | -5% | -8% | -15%
O=C(Nc1ccncc1)c1cc(S(=O)(=O)N2CCCCC2)ccc1Cl | 5% | -12% | -10% | -2 | x | -13% | -7% | x | -2%
C=CCOc1ccc(/C=C/C(=O)OCC(=O)NC2CCCCCC2)cc1 | 0% | -5% | 2% | -6 | -18% | -7% | 0% | 14% | x
COc1cc(C(=O)NCCC(=O)NC2CCCc3ccccc32)cc(OC)c1OC (centres undefined) | 72%[activator] | 5% | 2% | -5 | -14% | -12% | 8% | 4% | -6%
CC(C)CN1C(=O)C(=O)N(CC(=O)N2CCN(c3ccccc3)CC2)C1=O | 18% | -17% | -3% | -4 | x | -12% | -4% | x | -20%
COc1ccccc1NC(=O)CSc1n[nH]c(-c2ccco2)n1 | x | u | -4% | -4 | x | -12% | 3% | x | 44%[activator]
Cc1cc(C(=O)CSc2nn3c(=O)c(C(C)(C)C)nnc3s2)c(C)n1C | 6% | -13% | -25% | -1 | -23% | u | -2% | 8% | 1%
O=C1/C(=C/c2ccccc2)SC(=S)N1CCCC(=O)N1CCCCC1CCO (centres undefined) | -5% | -18% | -1% | -4 | u | 5% | 3% | 32% | -3%
CC[C@@]12C(=O)N(c3cccc(F)c3)C(=O)N1[C@H](c1ccc(Cl)cc1)[C@@H]1C(=O)N(C3CCCCC3)C(=O)[C@@H]12 | 17% | 15% | 6% | -1 | x | -11% | -1% | x | -3%
COc1ccc(NC(=O)COC(=O)C23CC4CC(CC(O)(C4)C2)C3)cc1Cl | 0% | -6% | 5% | -2 | x | -1% | -5% | x | -29%
O=C(N[C@@H](Cc1ccc(O)cc1)C(=O)O)c1cccnc1 | 11% | 21% | -9% | -1 | -2% | -19% | 14% | 2% | u
C/C(=N\O)C(C)(C)Nc1ccc(Br)cc1 | -8% | 9% | -10% | -4 | u | -3% | -3%[15.4 µM] | u | 315%[activator]
Cc1cccc(-n2ncc3c2CCCC3NC(=O)CCN2CCCO2)c1C (centres undefined) | 14% | -12% | -7% | -6 | -3% | 1% | -3% | 17% | 9%
CCn1nc(C)c(/C=N/NC(=O)c2nc3nc(C)cc(C)n3n2)c1C | 1% | -8% | 4% | -4 | -2% | -13% | -8% | 34% | 264%[activator]
O=C(Nc1ccccc1-c1ccccc1)C1CCC1 | -2% | -26% | -2% | -9 | -10% | -14% | 9% | 7% | -11%
O=C(NCCSCc1c(F)cccc1Cl)c1ccc(CN2CCOCC2)cc1 | 1% | 12% | 0% | -8 | 4% | -4% | -2% | 38% | -26%
O=C(CSc1nc2ccccc2n1S(=O)(=O)c1cccc([N+](=O)[O-])c1)NCc1cccs1 | -1% | -6% | -9% | -4 | -5% | -7% | -27% | -9% | u
Cc1ccc(N2C(=O)CCSC23C(=O)N(Cc2ccc(F)cc2)c2ccccc23)cc1 (centres undefined) | x | 2% | -6% | -9 | 0% | -9% | -14% | 12% | -21%
CCOC(=O)c1[nH]c2ccc(OC)cc2c1NC(=S)N1CCN(c2cccc(C)c2C)CC1 | -1% | 5% | -19% | -1 | 3% | -6% | -5% | -24% | u
CC(=O)/C(=C/Nc1ccc(Oc2ccccc2)cc1)c1ccccc1 | -1% | -19% | -16% | -1 | -5% | -11% | -13% | 11% | -1%
COc1ccc(/C=N/NC(=O)CNS(=O)(=O)c2ccccc2)cc1 | 17% | -9% | -26% | -7 | x | -14% | 23% | x | -5%
CN(C)C=Nc1c(Br)cc(Br)c2nonc12 | -5% | -42% | 0% | 27 | -13% | u | 1% | -10% | 0%
CCCn1c(-c2cc(OC)c(OC)c(OC)c2)nc2c1c(=O)[nH]c(=O)n2Cc1ccccc1 | 17% | 1% | -1% | 1 | -6% | -5% | -3% | 20% | u
Cn1c(CNC(=O)CSc2nc(-c3cccc(Cl)c3)nc3cc(=O)[nH]n23)nc2ccccc21 | x | -27% | -28% | 3 | 2% | -11% | 0% | u | 5%
O=C(Nc1cc(C(F)(F)F)cc(C(F)(F)F)c1)c1ccc(Cn2cc(C(F)(F)F)ccc2=O)cc1 | 0% | 2% | -13% | -1 | -22% | -30% | 0% | 1% | 0%
CCC(=O)N1CCc2cc(S(=O)(=O)NCCC(=O)N3CCN(c4ccccn4)CC3)ccc21 | 6% | 31% | -12% | -10 | 5% | -8% | 6% | -6% | -17%
Cc1ccc(C)c(-n2c3nc(=O)[nH]c(=O)c-3cc3c(C)nn(-c4ccccc4)c32)c1 | x | -2% | 1% | 1 | 2% | -11% | -1% | 18% | -7%
N=C1C(=O)NC(=O)C1c1ccccc1 (centres undefined) | x | 4% | -10% | -2 | x | -6% | 0% | x | u
CC(C)(C)NC(=O)C(c1ccccn1)N(C(=O)c1ccc2c(c1)OCCO2)C1CCCC1 (centres undefined) | -5% | -27% | 9% | 6 | -1% | -14% | 5% | 1% | -20%
Cc1ccc(SCC(=O)Nc2ccc(-c3nc4ccccc4[nH]3)cc2)cc1 | 0% | -11% | -17% | -4 | 36%[activator] | -12% | -5% | 0% | -19%
CCOc1ccc(-n2ccnc2)nn1 | -1% | -9% | 4% | 2 | -14% | -11% | 7% | -12% | 1%
COC(CNC(=O)CNC(=S)N(Cc1ccccc1)Cc1cccnc1)OC | -5% | -2% | -3% | 0 | -3% | -4% | -13% | 1% | 23%
Cc1cc(S(=O)(=O)N2CCCC2)ccc1OCC(=O)NCc1ccccc1 | 3% | -19% | -3% | -1 | u | -9% | 7% | 7% | i
O=C(NCCc1ccc(Cl)cc1)C(=O)NCC(c1ccco1)S(=O)(=O)c1ccccc1 (centres undefined) | x | 30% | -9%[60.1 µM] | -7 | 57%[activator] | -3% | 0% | -9% | -10%
O=S(=O)(c1ccc(S(=O)(=O)N2CCCC2)cc1)N1CCCCC1 | 11% | 2% | 6% | -6 | 9% | -20% | 2% | 50% | x
O=C1NC(=S)S/C1=C\c1ccc(SCc2ccco2)o1 | 1.8µM* | -113% | 1.8µM* | -6 | u | 1.6µM* | 72%[activator] | 2.2µM* | x
Cc1ccc(N2C(=O)CC(SCC(=O)Nc3ccc(S(N)(=O)=O)cc3)C2=O)cc1 (centres undefined) | 36%[activator] | -3% | 5% | -10 | -3% | -23% | 9% | 25% | -1%
Cc1cccc(NC(=O)NC2CC(=O)N(c3ccc4c(c3)OCCO4)C2)n1 (centres undefined) | 5% | 31% | -11% | 4 | 7% | -6% | -1% | -21% | 44%[activator]

As a short view, part of the list above.
SMILES | APE1 inh | RGS4 inh | Pol kappa inh | LDHA inh | Apoferritin bind | Pol eta inh | ERG Ets-DNA blk | Pol beta inh | 12-LOX inh
CC(C)(C)NC(=O)C(c1ccccn1)N(C(=O)c1ccc2c(c1)OCCO2)C1CCCC1 (centres undefined) | -5% | -27% | 9% | 6 | -1% | -14% | 5% | 1% | -20%
Cc1ccc(SCC(=O)Nc2ccc(-c3nc4ccccc4[nH]3)cc2)cc1 | 0% | -11% | -17% | -4 | 36%[activator] | -12% | -5% | 0% | -19%
